Runt-SMMHC FRET – Runt domain-CBFb-SMMHC interaction inhibition; AID 1434; hit rate 0.74% among 220,000; Cerulean-Runt/Venus-CBFb-SMMHC FRET ratio 530/480, 1 h; Q01196+Q13951; inhibition, % at 20 µM;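 active means mean inhibition across duplicate retests at 20 µM reaching about 50%, limit read from the data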;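 further: 0% = DMSO wells and 100% = wells with excess untagged CBFb-SMMHC; inhibitors lower the FRET ratio by blocking Runt binding to CBFb-SMMHC; some results filed as inactive read as strong as hits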
TNF necrop inh – inhibitors of TNF-alpha induced necroptosis in Jurkat FADD-/- cells | Jurkat FADD-/- TNF necroptosis rescue, ATP luminescence, 24 h; 0 = TNF only, 100 = no-TNF cells | activation (protection from cell death), % at 10 µM | hit rate 0.068% among 220,000 | AID 463075;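 active means activation, meaning protection from cell death, of at least 50% relative to plate controls; inactive means activation below 50%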;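 further: necroptosis triggered by 40 ng/mL TNF-alpha added together with compound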
NCF1 inh – p47phox (human) inhibition; AID 1274; hit rate 0.53% among 220,000; p47phox/p22phox peptide binding, fluorescence polarization, 2 h; inhibition, % at 24.7 µM; P14598;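 active means inhibition above about 30%, limit read from the data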;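 further: 0% = p47phox with labelled peptide and 100% = labelled peptide alone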
PPC-1+TRAIL kill – compounds killing PPC-1 cancer cells with TRAIL present (potentiator screen, no TRAIL-free arm). PPC-1 cells + TRAIL, ATPLite viability luminescence. cell killing (% activity), % at 4 µM. hit rate 0.41% among 220,000. AID 1443;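 active means cell killing above 50% in the first pass at 4 µM, then a duplicate retest at 5 µM averaging 50% or more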;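 further: plate controls were cells with TRAIL plus DMSO for no effect and medium-only wells lacking cells for full effect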
CHOP inhibitor – blocks CHOP induction under ER stress; CHO-K1 CHOP-promoter luciferase, tunicamycin-induced, 15-18 h; inhibition, % at 10 µM; hit rate 3.8% among 220,000;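 active means compounds that reduced the stress-induced luciferase reporter signal by more than about 70% of percent inhibition, limit read from the data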;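 further: 0% = tunicamycin plus vehicle and 100% = wells without tunicamycin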
TRPN1 ag – agonists of zebrafish TRPN1 channel; activation, % at 3 µM; HEK293 zebrafish TRPN1-YFP, Fluo-8 calcium fluorescence; 100% = response to 87 µM carbachol; hit rate 0.18% among 220,000; AID 1424;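 active means activation above its plate's cutoff, the mean activation of test wells on that plate plus 3 SD, cut at about 19% in these data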;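 further: 0% = DMSO alone and 100% = 87 µM carbachol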
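Material: zebrafish TRPN1-YFP in HEK293 cells; Doses: single test compound dose, 3 µM nominal, 0.3% DMSO; Timing: dye loading 1 h at 37 °C, then 30 min room temperature; Technique: intracellular calcium fluorescence with Fluo-8; Benchmarks: high carbachol 87 µM, low DMSO alone.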
TRPML3 ag – agonists of human TRPML3 channel | Q8TDD5 | HEK293 TRPML3-YFP, Fluo-8 calcium fluorescence; 100% = the carbachol control signal | activation, % at 3 µM | hit rate 0.29% among 220,000 | AID 1448;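 active means activation above its plate's cutoff, the mean activation of the plate's test wells plus 3 SD, cut at about 12% in these data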;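 further: 0% = DMSO only wells and 100% = carbachol wells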
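Test system: TRPML3-YFP stable HEK293 cells. Doses: single point at 3 µM. Incubation: dye loading 1 h 37 °C then 30 min ambient, 125 s read. Signal: Fluo-8 calcium dye fluorescence, ex 470-495, em 515-575 nm. Measure: percent activation from peak-to-basal fluorescence ratio, scaled between DMSO and carbachol.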
MDM2 E3 inh – inhibitors of human Mdm2 E3 ubiquitin ligase; Q00987; cell-based MDM2 ubiquitination luciferase reporter, 2 h; 0 = plate control, 100 = twice control, blank-subtracted; signal enhancement, % at 5 µM; hit rate 0.11% among 210,000; AID 1230;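 active means signal enhancement of 30% or more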;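 further: luminescence tracks abundance of the self-degrading MDM2-luciferase fusion protein; higher signal means inhibition of MDM2 E3 ligase activity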
Target sequence (Q00987 whole entry, looked up, the tested form may be a part): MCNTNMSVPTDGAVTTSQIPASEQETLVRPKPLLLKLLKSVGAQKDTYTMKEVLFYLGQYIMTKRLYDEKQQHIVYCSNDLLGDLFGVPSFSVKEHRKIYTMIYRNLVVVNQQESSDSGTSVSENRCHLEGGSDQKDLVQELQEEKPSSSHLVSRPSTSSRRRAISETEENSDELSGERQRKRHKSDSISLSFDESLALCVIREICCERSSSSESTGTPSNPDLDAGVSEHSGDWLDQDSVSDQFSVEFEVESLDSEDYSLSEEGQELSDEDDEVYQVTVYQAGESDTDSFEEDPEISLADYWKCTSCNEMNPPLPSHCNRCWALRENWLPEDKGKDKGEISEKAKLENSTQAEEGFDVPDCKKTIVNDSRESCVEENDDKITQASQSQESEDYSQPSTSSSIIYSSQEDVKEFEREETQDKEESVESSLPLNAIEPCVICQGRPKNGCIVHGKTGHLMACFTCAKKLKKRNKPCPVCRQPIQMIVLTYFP
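Test system: mammalian cells stably expressing self-ubiquitinating, self-degrading MDM2 E3–luciferase fusion; Amount: 2000 cells in each well; Medium: DMEM; Schedule: 4 h settle plus 2 h compound, 37 °C; Technique: SteadyLite luciferase luminescence after 15 min room-temperature reagent incubation; Benchmarks: plate control and blank wells.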
EBV gp42 block – EBV gp42 inhibition; inhibition, % (tested at 21.74 µM); Q1HVG2; hit rate 0.42% among 220,000; Fluorescence polarization binding assay, mP read-out; AID 1085; in the data active means inhibition above about 50%
Target sequence (Q1HVG2 whole entry, looked up): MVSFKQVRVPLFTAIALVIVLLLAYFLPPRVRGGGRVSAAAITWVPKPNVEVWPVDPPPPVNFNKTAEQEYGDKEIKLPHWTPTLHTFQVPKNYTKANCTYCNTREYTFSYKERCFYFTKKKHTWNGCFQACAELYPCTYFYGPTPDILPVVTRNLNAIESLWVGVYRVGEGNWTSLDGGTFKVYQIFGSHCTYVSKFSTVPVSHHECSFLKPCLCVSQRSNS
* hit, by the source's call; · = not tested or not shown; [ ] = another dose, or the depositor's remark.

canonical_smiles	CHOP inhibitor	NCF1 inh	EBV gp42 block	TRPML3 ag	MDM2 E3 inh	TNF necrop inh	Runt-SMMHC FRET	TRPN1 ag	PPC-1+TRAIL kill
Cc1ccc(NC(=O)N2CCN(c3ccccn3)CC2)cc1	-6	-15	4	0.2	-11	0.2	-2	1.4	6
COc1ccc(NC(=O)CCCN2C(=O)C3C4C=CC(C4)C3C2=O)c(OC)c1 (configuration not stated)	-19	-8	-3	0.8	10	0.6	0	1.6	20
COC(=O)c1c(NC(=O)c2ccc(N(C)S(=O)(=O)c3ccc(C)cc3)cc2)sc2c1CCCC2	-1	5	2	0.2	-25	1.5	7	-0.1	20
NC(=O)c1ccccc1NS(=O)(=O)c1cccs1	19	-11	-13	1.5	-27	-0.8	-3	-0.8	0
COc1cc2[nH]c3c(N4CCC(C(N)=O)CC4)ncnc3c2cc1OC	12	-56	3	0.3	·	1.5	2	0.1	7
O=c1cc(C(F)(F)F)nc(-n2[nH]c3c(c2=O)CCCC3)[nH]1	15	-17	-4	2.9	-17	-4.5	-41	3.8	6
COc1ccc(/C=C/C2=CCN(Cc3ccc(OC)cc3)CC2)cc1	23	-10	-7	1.3	-5	0.7	0	2.4	12
CCc1ccc2nc3nc(C)cc(C)c3c(N)c2c1	-1	14	7	1.2	-26	-2.4	44	0.0	7
Cc1ccnc(N2CCC(C(=O)Nc3ccc4c(c3)CCC4)CC2)n1	23	-6	0	0.7	4	-0.6	1	-1.4	-16
CCCn1nnnc1NC(=O)c1ccc(C)cc1Cl	24	7	-14	0.7	-17	-2.2	2	-0.1	7
CC(Oc1ccc(Cl)cc1Cl)c1nc(-c2ccc(NC(=O)c3ccco3)cc2)no1 (configuration not stated)	41	-66	-24	0.3	1	0.5	-3	1.2	-9
COc1ccc(C(=O)COC(=O)CNC(=O)c2cc(OC)cc(OC)c2)cc1	11	0	5	0.3	11	1.0	4	-0.5	7
O=P(c1ccccc1)(c1ccccc1)N(c1ccccc1)c1ccccc1	57	-7	-2	-0.7	-13	-0.5	2	-2.5	35
Cc1[nH]c2ccccc2c1C(c1ccncc1)N1CCN(c2ccccn2)CC1 (configuration not stated)	-56	15	-2	0.3	7	4.7	-2	0.9	23
O=C(CCSc1nc(-c2ccco2)cc(C(F)(F)F)n1)NCCc1ccccc1	29	-26	-9	-0.6	-11	-0.5	1	-0.5	2
COc1ccc(C(=O)NCC(=O)NCC(c2ccco2)N(C)C)cc1OC (configuration not stated)	3	-13	-14	0.6	-4	0.7	-3	0.9	-3
Cc1ccccc1N/N=C/c1ccc(C#N)cc1	15	-2	-1	1.0	0	2.1	-5	0.5	9
CCCOc1ccc(-c2c(C(=O)N/N=C/c3ccc(C)cc3)nnn2-c2nonc2N)cc1	9	-5	1	1.0	-3	-7.5	4	0.6	8
C/C(=N\NC(=O)C(C)Sc1ccccc1)C(C)(C)C (configuration not stated)	30	-4	-4	-0.5	-14	0.0	-6	0.8	17
CN(C)C(=O)CSc1nnc([C@H](Cc2ccccc2)NC(=O)OC(C)(C)C)o1	-4	-13	-17	0.3	-11	2.2	3	0.1	15
CN(C)C(=O)c1ccc(-n2cnc3ccccc3c2=O)cc1	20	-3	-18	2.1	-8	-0.8	2	-0.1	15
COc1ccc(-c2[nH]ncc2/C=C(\C#N)C(=O)NC2CC2)cc1	2	-9	-21	0.7	-10	-1.1	-6	0.3	23
CC(C)(C)c1cc(N)n2nc(C(C)(C)C)cc2n1	1	-4	-3	-0.7	-2	1.4	4	0.1	4
CCc1nn2c(=O)cc(COc3ccc(/C=C4\C(=N)N5N=C(CC(C)C)SC5=NC4=O)cc3)nc2s1	22	-23	9	0.6	·	4.0	-42	1.8	1
Cc1cccc(N2CCN(C(=O)c3ccccn3)CC2C)c1 (configuration not stated)	-15	-2	-12	0.5	-6	0.5	4	0.1	-5
COc1cc(/C=N/Nc2nc(N3CCCCC3)nc(N3CCCCC3)n2)ccc1OC(=O)c1ccco1	42	-14	-19	1.4	-1	0.4	4	0.4	14
CC(C)COc1ccc(/C(=N/O)c2ccccc2)cc1	107*	-3	-6	0.1	-4	-0.4	2	-0.2	29
Cc1ccc(S(=O)(=O)NCC2CCC(C(=O)NCc3cccnc3)CC2)cc1 (configuration not stated)	-7	5	-23	0.7	-23	1.4	1	2.4	3
O=C(CSCc1cccc(F)c1)NCc1ccccc1	-15	-3	-2	-0.4	-13	4.1	0	-1.0	1
COC(=O)Nc1ccc(OC)c(OC)c1	-10	-30	-31	1.1	-8	-0.9	-1	0.7	4
Cc1ccc(/C=C/S(=O)(=O)NCc2ccc(F)cc2)cc1	25	-16	4	0.3	-1	0.7	-2	-1.9	-2
CCCc1ccc(-c2cc(C(=O)N/N=C/c3ccc([N+](=O)[O-])o3)c3ccccc3n2)cc1	23	-1	-10	0.3	-25	-19	-8	0.4	77*[5 µM]
Cc1ccc(S(=O)(=O)NNC(=O)c2cnn(-c3ccccc3)c2C(F)(F)F)cc1	6	2	5	0.2	1	1.5	-1	-0.9	15
O=C(CC(c1ccc(F)cc1)c1ccco1)Nc1nccs1 (configuration not stated)	34	-10	-6	0.2	-1	1.6	0	-1.0	10
CC(=O)c1ccc(NC(=O)Oc2ccccc2)cc1	-4	-2	-16	0.7	-11	0.6	-1	-0.8	6
Cc1nc(-c2cccc(NS(C)(=O)=O)c2)cs1	-35	0	11	0.7	-1	1.2	-1	-0.4	20
O=C(COC(=O)c1ccccc1)Nc1cccc(S(=O)(=O)N2CCOCC2)c1	-5	-12	-5	0.7	-6	0.0	0	2.2	17
CC(=O)c1cc(C#N)c(Oc2ccc(F)cc2)nc1C	25	-6	-10	0.0	-38	-2.0	5	-1.3	17
Nc1c(NCc2ccccc2)c2ccccc2oc1=O	33	-10	1	-1.1	-11	-0.9	3	-2.2	-8
O=[N+]([O-])c1cnc(N2CCCCC2)c([N+](=O)[O-])c1	-7	-4	-7	0.6	9	1.0	-2	0.6	15
Nn1c(=O)c2ccccc2n2c(SCc3ccc(C(F)(F)F)cc3)nnc12	52	-1	-15	0.4	-8	-5.4	-7	-0.8	21
CCc1cccc(NC(=O)Cn2cccc2)c1	-1	3	4	-0.5	5	4.0	2	-0.7	-1
O=c1cccccc1NCc1ccccc1	-20	9	-4	0.6	-18	-0.9	9	0.8	15
Cc1cc(S(=O)(=O)NCCc2ccccc2)c(C)s1	36	-1	-7	-1.4	-20	0.5	76	-2.6	2
COc1cc(C)c(S(=O)(=O)N2CCN=C2c2ccccc2)cc1C	13	-2	-23	-0.1	2	0.3	6	-1.6	-2
O=C(/C=C/c1ccc(S(=O)(=O)NCc2ccco2)cc1)NCc1ccccc1Cl	14	-10	-8	-0.1	-15	-2.8	3	0.0	3
COc1cc(C(=O)NCCOc2cccc3cccnc23)cc(OC)c1OC	-13	-7	-22	0.7	-73	-5.3	1	3.4	10
Cc1cccc(-n2ncc(C#N)c2-n2cccc2)c1	21	-10	3	-1.6	-12	-2.7	-1	-1.9	23
C#CCOCCOCCOCCNc1nc(N2CCN(C(=O)[C@H](C)n3cc(CCCN=C(N)N)nn3)CC2)nc(N2CCN(C(=O)[C@H](CCCCN)n3cc(CCCC)nn3)CC2)n1	-6	14	-9	0.7	·	2.5	0	2.5	10
Cc1cc(NS(=O)(=O)Cc2ccccc2)no1	39	-11	-14	0.3	-34	0.0	0	0.3	-10
CCOc1cc(/C=C2\SC(=Nc3ccc(F)cc3)N(c3ccc(F)cc3)C2=O)ccc1OCC(=O)O	17	-14	12	-0.2	-4	0.2	-6	0.8	20
CCOC(=O)CN(C(=O)CSc1nnc(CNc2ccc(C)cc2C)o1)c1ccccc1	18	-4	-1	-0.4	-8	-3.5	-3	-0.9	9
CC(NC(=O)OCc1ccccc1)C(=O)OCN1C(=O)c2ccccc2C1=O (configuration not stated)	16	-7	4	0.5	5	-1.3	-2	-0.8	27
CC(=O)Nc1ccc(S(=O)(=O)NC2=C(N3CCN(Cc4ccccc4)CC3)C(=O)c3ccccc3C2=O)cc1	28	-2	-7	0.4	-11	-12	1	0.2	22
COc1cccc(C(=O)Nc2ccccc2N2CCOCC2)c1	5	9	6	-0.7	-14	-2.0	-1	1.1	15
Cc1ccc2c(CN3CCN(C(=O)c4ccco4)CC3)cc(=O)oc2c1C	19	-8	-9	0.5	-1	1.3	0	0.0	33

Following part:
canonical_smiles	CHOP inhibitor	NCF1 inh	EBV gp42 block	TRPML3 ag	MDM2 E3 inh	TNF necrop inh	Runt-SMMHC FRET	TRPN1 ag	PPC-1+TRAIL kill
COc1ccc(CCNC(=O)CCSc2nc(-c3ccco3)cc(C(F)(F)F)n2)cc1OC	27	-6	-12	-1.9	-4	0.2	-8	-0.2	11
Cc1ccc(Cl)cc1NC(=O)COC(=O)C1CC1	26	3	-12	0.3	-10	6.0	-2	-1.4	6
COc1cc(C)c(Cl)cc1S(=O)(=O)NC1CC(C)(C)NC(C)(C)C1	-7	-1	-2	0.6	-3	3.7	0	1.5	11
CN(C)c1nc(Nn2cnnc2)nc(N(C)C)n1	8	-1	-15	0.0	-5	1.5	-9	1.8	-13
CCCNC(=S)Nc1ccc(CC(=O)OC)cc1	18	8	-2	0.6	-8	1.5	3	-0.1	-10
CSc1nc(N2CCOCC2)c2c(c1C#N)CC(C)(C)OC2	0	5	-12	-0.3	-4	-0.3	0	-0.8	-16
COC(=O)CC1=C(C(=O)OC)C(c2cc(OC)c(OC)cc2OC)C(C#N)=C(N)O1 (configuration not stated)	-6	-8	-10	0.4	-20	-0.1	-4	1.1	-7
CC1CN(C(=O)c2cccc(S(=O)(=O)Nc3ccc(Cl)cc3)c2)CC(C)O1 (configuration not stated)	9	-3	1	1.1	-2	0.4	1	-0.7	-12
CCC1=C2CC[C@H]3C(=O)N(c4ccccc4)C(=O)[C@H]3[C@H]2[C@@]2(C)C(=NCc3ccccc3)OC(=O)N2C1=O	-9	-7	-19	·	18	-2.5	2	·	2
O=C(c1cccs1)N(Cc1ccco1)C1CCS(=O)(=O)C1 (configuration not stated)	8	0	-4	-0.3	-1	-3.6	-5	0.0	8
CN(C)c1ccc(/C=N/NC(=O)CNC(=O)c2ccco2)cc1	-7	-1	-5	0.3	-4	-0.8	8	0.3	19

Screening data from PubChem.
